Screening data from PubChem BioAssay.
PAD4 inhibition: human PAD4 inhibitors, primary screen, biochemical, fluorescence polarization (AID 463073) | inhibition, % at 5 µM | actives 0.5% (n = 2,000) | recombinant PAD4, RFA probe fluorescence polarization; active compounds read high;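 active = inhibition above 30%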;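 also: 0% = PAD4 with DMSO and 100% = wells lacking PAD4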
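System: recombinant PAD4. Amount: PAD4 at 2 µM in dispensed buffer, before additions. Doses: single 5 µM final compound concentration. Timing: 30 min 25 °C preincubation, 5 h 37 °C labeling. Benchmarks: wells lacking PAD4 as full-inhibition control. Repeats: single well per compound. Measured by: FP, ex 525 nm, em 598 nm.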
An asterisk follows results filed as active. Some of the compounds tested, so the mix of outcomes need not match the whole.

SMILES | PAD4 inhibition
CCN(CC)CCNC(=O)c1cc(Cl)c(N)cc1OC | 0.4
OCCN1CCN(CCCN2c3ccccc3Sc3ccc(Cl)cc32)CC1 | -0.2
CN(C)CCOC(C)(c1ccccc1)c1ccccn1 (stereo not drawn) | 4.9
O=C(CCN1CCC(c2ccccc2)C1)c1ccc2c(c1)OCCO2 (stereo not drawn) | -0.3
Cc1nc2ccccn2c(=O)c1CCN1CCC(C(=O)c2ccc(F)cc2)CC1 | -3.3
Oc1ccc(/C=C/c2cc(O)cc(O)c2)cc1 | 0.5
C[C@]12CCC(=O)C=C1CC[C@@H]1[C@@H]2CC[C@@]2(C)[C@H]1CC[C@]2(O)C(=O)CO | -1.7
CCC(C)n1ncn(-c2ccc(N3CCN(c4ccc(OCC5COC(Cn6cncn6)(c6ccc(Cl)cc6Cl)O5)cc4)CC3)cc2)c1=O (stereo not drawn) | 4.0

Part of the list above in order of SMILES length, low to high:
SMILES | PAD4 inhibition
CN(C)CCOC(C)(c1ccccc1)c1ccccn1 (stereo not drawn) | 4.9
CCN(CC)CCNC(=O)c1cc(Cl)c(N)cc1OC | 0.4
C[C@]12CCC(=O)C=C1CC[C@@H]1[C@@H]2CC[C@@]2(C)[C@H]1CC[C@]2(O)C(=O)CO | -1.7

Fetched by compound from the entries so far, 2 records:
SMILES | PAD4 inhibition
OCCN1CCN(CCCN2c3ccccc3Sc3ccc(Cl)cc32)CC1 | -0.2
C[C@]12CCC(=O)C=C1CC[C@@H]1[C@@H]2CC[C@@]2(C)[C@H]1CC[C@]2(O)C(=O)CO | -1.7
